Source: PubChem BioAssay (National Center for Advancing Translational Sciences (NCATS))
AmpC no deterg: qHTS Inhibitors of AmpC Beta-Lactamase (assay without detergent) | AID 485341, 2010 | P00811 | 330,000 compounds, 0.52% hits | Potency, µM (doses to about 57.1 µM), for inactives: at the highest dose activity change, negative = inhibition, actives largely listed as inhibitors | AmpC nitrocefin hydrolysis, absorbance 480 nm, 0.0001% Triton;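 further: potency means the concentration at half of the fitted maximal effect; plate controls were no compound for no effect and no enzyme for full effect; nearly all actives have a fitted effect of over 20% in size; some results filed as inactive show a strong effect at the top dose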
Target sequence (P00811 whole entry, looked up): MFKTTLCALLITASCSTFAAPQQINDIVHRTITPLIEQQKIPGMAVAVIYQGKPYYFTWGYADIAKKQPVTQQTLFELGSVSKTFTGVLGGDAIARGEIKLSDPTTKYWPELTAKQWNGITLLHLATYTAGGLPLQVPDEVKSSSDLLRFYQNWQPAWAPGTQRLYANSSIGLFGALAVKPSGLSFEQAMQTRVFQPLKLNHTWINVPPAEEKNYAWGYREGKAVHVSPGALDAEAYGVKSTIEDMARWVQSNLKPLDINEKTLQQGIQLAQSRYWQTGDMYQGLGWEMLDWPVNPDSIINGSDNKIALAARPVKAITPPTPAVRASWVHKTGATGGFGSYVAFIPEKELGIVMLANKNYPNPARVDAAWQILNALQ
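20 mM phosphate pH 7.0 + 0.01% (detergent screen) or 0.0001% Triton X-100; 5.3 nM AmpC reagent; cpd preinc 15 min RT; nitrocefin (800 uM stock) to start; A480 q20 s × 4 min; Activity was normalised to no-enzyme and no-compound control wells.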
AmpC detergent: qHTS Inhibitors of AmpC Beta-Lactamase (assay with detergent); P00811; AmpC hydrolysis of nitrocefin, absorbance 480 nm, 0.01% Triton; Potency, µM (highest dose often 114 µM), for the others: top-dose activity change, negative = inhibition, actives largely listed as inhibitors; 370,000 compounds, 0.041% hits;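 further: potency means the concentration at half of the fitted maximal effect; 0% = no-compound wells and -100% = no-enzyme wells; nearly all actives have a fitted effect of over 25% in size; some results filed as inactive show a strong effect at the top dose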
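AmpC (5.3 nM in the dispensed reagent) in 20 mM phosphate pH 7.0 with 0.01% (detergent screen) or 0.0001% Triton X-100 was preincubated with compounds for 15 min at room temperature. Nitrocefin was then added from an 800 uM solution, and hydrolysis was followed at 480 nm.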
HCV inhibitor: qHTS Assay for Inhibitors of Hepatitis C Virus (HCV) | 340,000 compounds, 3.4% hits | AID 651820, 2012 | Potency, µM (doses to about 41.8 µM), without a hit: at the top dose activity change, negative = inhibition, most hits filed as inhibitors | Huh7.5.1 HCVcc-Cre infection, luciferase reporter, 44 h; further: potency means the concentration at half of the fitted maximal effect
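Cells seeded at 1,000/well and cultured 4 h, then compounds added followed by HCVcc-Cre virus (~0.5 moi). After 44 h further culture, luciferase substrate was added, plates held 15 min at room temperature, and luminescence read for 15 sec.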
AMA1 RON2 block: qHTS for Inhibitors of AMA1-RON; Towards Development of Antimalarial Drug Lead: Primary Screen; AlphaScreen AMA1-biotinylated RON2 peptide binding; 360,000 compounds, 0.2% hits; AID 720542, 2013; Plasmodium falciparum AMA1 (3D7) - RON2 peptide interaction; Potency, µM (series often up to 58.2 µM), without a hit: top-dose activity change, negative = inhibition, usual class: inhibitors;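 further: potency means the concentration at half of the fitted maximal effect; 0% = vehicle wells and -100% = peptide control; nearly all actives have a fitted effect of over 45% in size; some results filed as inactive show a strong effect at the top dose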
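AMA1 (3D7) with his tag at 25 nM final met compounds first, then biotinylated RON2 peptide at 25 nM; detection used donor plus acceptor beads, 10 µg/mL apiece, read by AlphaScreen after 30 min at room temperature.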
LmPK inhibitor: qHTS Assay for Inhibitors of Leishmania Mexicana Pyruvate Kinase (LmPK). Q27686. purified LmPK, Kinase-Glo ATP luminescence, 1 h. Potency, µM (top dose mostly 57.5 µM), for inactives: top-dose activity change, negative = inhibition, most hits filed as inhibitors. 290,000 compounds, 0.37% hits; further: potency means the concentration at half of the fitted maximal effect
Target sequence (Q27686 whole entry, looked up): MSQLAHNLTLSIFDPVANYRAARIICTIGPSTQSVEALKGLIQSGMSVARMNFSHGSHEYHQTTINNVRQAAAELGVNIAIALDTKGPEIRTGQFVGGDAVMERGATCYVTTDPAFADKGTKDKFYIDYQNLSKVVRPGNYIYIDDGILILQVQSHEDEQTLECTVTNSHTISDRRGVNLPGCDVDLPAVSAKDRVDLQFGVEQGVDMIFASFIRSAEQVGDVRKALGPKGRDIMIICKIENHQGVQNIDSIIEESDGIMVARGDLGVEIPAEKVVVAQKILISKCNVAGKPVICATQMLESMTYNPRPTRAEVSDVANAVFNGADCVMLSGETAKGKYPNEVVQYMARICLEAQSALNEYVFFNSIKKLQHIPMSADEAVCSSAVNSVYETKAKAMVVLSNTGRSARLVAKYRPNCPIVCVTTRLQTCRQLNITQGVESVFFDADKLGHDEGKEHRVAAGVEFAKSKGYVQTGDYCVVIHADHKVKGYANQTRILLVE
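In 50 mM imidazole pH 7.2 with 7 mM MgCl2, LmPK (0.1 nM) turned over PEP (0.5 mM) and ADP (0.1 mM) for 1 h at room temperature. Luciferase read-out of ATP.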
HCMV inh: qHTS Assay for inhibitors of the human cytomegalovirus (HCMV) | HFF cells, HCMV-luciferase reporter, 72 h; active compounds read low | activity change, negative = inhibition, % at 57.5 µM | 410,000 compounds, 4.5% hits | AID 1259415, 2018; in the data active means activity change below about -60%; inconclusive means no clear call, values can overlap the other calls; inactive means above about -39%
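After 16 h attachment at 37C, HFF cells received test compound and HCMV-luciferase (1 PFU/cell); reporter luminescence read 72 h later, data normalized against buffer-only and known inhibitor Salinomycin.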
TbPYK inhibitor: qHTS of Trypanosoma Brucei Inhibitors; TbPYK enzyme, Kinase-Glo Plus ATP luminescence, 45 min; AID 624173, 2012; Potency, µM (titrated, usually from 76.8 µM), for the others: at the highest dose activity, negative = inhibition, usual class: inhibitors; 410,000 compounds, 0.12% hits; further: potency means the concentration at half of the fitted maximal effect; nearly all actives have a fitted effect of over 50% in size
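Screened from lowest to highest concentration, compounds were pinned into TbPYK/substrate mixtures, and ADP (130 uM final) was added. Plates sat at room temperature for 45 min prior to Kinase-Glo Plus detection by luminescence.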
* hit, by the source's call; ? = inconclusive; . = not tested or not shown; & = joins results of further samples; [ ] = another dose, or the depositor's remark. Unless noted, the call rests on the fitted dose curve; in most records, active means well fitted curve in the direction sought with a large enough effect; inconclusive means small, poorly fitted or top-dose-only effect, or another doubt; inactive means no such curve, though single readings can be large; an effect the other way counts as inactive or inconclusive. Unless noted, on the % scale 0 is the no-effect control and ±100 the full control effect.

entry | Compound | AmpC no deterg | AmpC detergent | HCV inhibitor | AMA1 RON2 block | LmPK inhibitor | HCMV inh | TbPYK inhibitor
1 | CC(C)CCNC(=O)C1CC(=O)N(C2CCCC2)C1 (configuration not stated) | 4% | 3% | 19% | -12% | 1% | -15 | 2%
2 | O=C1C2CCCN2C(c2ccccc2)N1c1nccs1 (configuration not stated) | -4% | 8% | 20% | 38%[activator] | -2% | 13 | -2%
3 | CC(C)CC1Nc2ncnc(N3CCN(c4ccccn4)CC3)c2N(Cc2ccc(Br)cc2)C1=O (configuration not stated) | 24% | ? | 25µM* | -11%&-23% | . | 1 | 1%&3%
4 | CC(=O)NS(=O)(=O)c1ccc(NC(=O)CC(C)c2ccccc2)cc1 (configuration not stated) | -35% | -1% | 21% | -3% | -1% | ? | -6%
5 | COc1ccc(NC(=O)CCc2ccccc2)cc1S(=O)(=O)N1CCOCC1 | -10% | 7% | -7% | -11% | . | ? | -3%
6 | OC[C@@H]1CN(Cc2ccccc2)C[C@H](n2cnc3c(NCc4ccncc4)ncnc32)O1 | . | . | . | -2% | . | 20 | -5%
7 | OCCNCCOc1ccccc1F | -7% | 5% | 8% | 0% | -2% | -14 | 2%
8 | O=C(Oc1ccc2[nH]cc(CCN3C(=O)c4ccccc4C3=O)c2c1)c1ccco1 | -30% | ? | -21% | -11% | -2% | 6 | 2%
9 | N#Cc1ccsc1NC(=O)CN1CCN(c2ccccc2O)CC1 | -17% | -4% | -1% | 31%[activator] | 1% | 1 | 1%
10 | Cc1ccc2c(c1)[C@H]1[C@H](CO2)[C@H](c2ccccc2)[C@]2(C)C(=O)Nc3cc(F)c(F)cc3C(=O)N12 | -16% | . | ? | -12% | . | -70* | -10%
11 | CCc1nc2ccc(C(=O)Nc3cccc(NS(C)(=O)=O)c3)cn2c1N(C)C(=O)c1cccc(OC)c1 | . | . | . | 1% | . | 99 | -2%
12 | CCOc1nc(NCCN2CCOCC2)nc(Nc2ccc(C)cc2)n1 | 51% | -7% | 3% | -8% | -1% | 35 | 1%
13 | COc1ccc(-c2[nH]ncc2CN2CCC(C(=O)c3ccc(F)cc3)CC2)cc1 | -7% | -6% | -28% | -6% | -2% | -1 | -3%
14 | S=c1nc(Cc2ccc(Cl)cc2)[nH]c2ccccc12 | -22% | ? | 2% | 102%[activator] | -7% | -22 | -1%
15 | C[C@]12CC[C@H](N)CC1=CCC1C2CC[C@@]2(C)C1CC[C@@H]2O (some centres not stated) | -30% | . | ? | 7% | . | -1 | -1%
16 | CCOCCCn1c(SCC(=O)Nc2ccc(OC)cc2OC)nc2ccccc2c1=O | . | 0% | . | . | . | ? | 5%
17 | N#C/C(=C(/O)c1cccc(F)c1)c1nc2ccccc2s1 | -6% | 3% | -14% | 0% | -1% | -70* | -6%
18 | Cc1ccc(NC(=O)CNC(=O)c2ccccc2F)cc1Cl | -19% | -2% | 3% | 0% | 1% | 31 | -1%
19 | Cc1cc2c(cc1S(=O)(=O)N(C)Cc1ccccc1)n(C)c(=O)c(=O)n2C | 53% | 9% | 5% | 7% | -2% | -26 | 1%
20 | CCn1c(SCC(=O)NCc2ccco2)nnc1-c1ccncc1 | -16% | 0% | . | . | 4% | . | .
21 | O=C(c1ccc(F)cc1)c1cnc(Nc2ccccc2)s1 | -29% | 0% | 5% | -15% | 6% | 41 | 3%
22 | O=C(NCCCN1CCCC1)c1ccc(CS(=O)(=O)c2ccc(Cl)cc2)o1 | 62%[activator] | -3% | ? | -1% | 0% | -34 | -1%
23 | CC1(C)Cc2cccc(OCC(=O)OCC(=O)c3ccccc3)c2O1 | 0% | 1% | 4% | 10% | . | -32 | -1%
24 | Cc1ccc(NC(=O)Nc2nnc(N(C)Cc3ccccc3)s2)cc1 | . | 3% | . | . | . | 10 | -3%
25 | C[C@H](NC(=O)c1nc[nH]c1C(=O)NC1CCN(C(=O)OC(C)(C)C)CC1)C(=O)OCc1ccccc1 | 159%[activator] | 5% | 30% | 155%[activator] | -1% | 25 | -5%

A different layout for some results above:
Each structure is followed by: AmpC no deterg, AmpC detergent, HCV inhibitor, AMA1 RON2 block, LmPK inhibitor, HCMV inh, TbPYK inhibitor
1) CC(C)CCNC(=O)C1CC(=O)N(C2CCCC2)C1 (configuration not stated)
    4%, 3%, 19%, -12%, 1%, -15, 2%
2) O=C1C2CCCN2C(c2ccccc2)N1c1nccs1 (configuration not stated)
    -4%, 8%, 20%, 38%[activator], -2%, 13, -2%
3) CC(C)CC1Nc2ncnc(N3CCN(c4ccccn4)CC3)c2N(Cc2ccc(Br)cc2)C1=O (configuration not stated)
    24%, ?, 25µM*, -11%&-23%, ., 1, 1%&3%
4) CC(=O)NS(=O)(=O)c1ccc(NC(=O)CC(C)c2ccccc2)cc1 (configuration not stated)
    -35%, -1%, 21%, -3%, -1%, ?, -6%
5) COc1ccc(NC(=O)CCc2ccccc2)cc1S(=O)(=O)N1CCOCC1
    -10%, 7%, -7%, -11%, ., ?, -3%
6) OC[C@@H]1CN(Cc2ccccc2)C[C@H](n2cnc3c(NCc4ccncc4)ncnc32)O1
    ., ., ., -2%, ., 20, -5%
7) OCCNCCOc1ccccc1F
    -7%, 5%, 8%, 0%, -2%, -14, 2%
8) O=C(Oc1ccc2[nH]cc(CCN3C(=O)c4ccccc4C3=O)c2c1)c1ccco1
    -30%, ?, -21%, -11%, -2%, 6, 2%
9) N#Cc1ccsc1NC(=O)CN1CCN(c2ccccc2O)CC1
    -17%, -4%, -1%, 31%[activator], 1%, 1, 1%
10) Cc1ccc2c(c1)[C@H]1[C@H](CO2)[C@H](c2ccccc2)[C@]2(C)C(=O)Nc3cc(F)c(F)cc3C(=O)N12
    -16%, ., ?, -12%, ., -70*, -10%
11) CCc1nc2ccc(C(=O)Nc3cccc(NS(C)(=O)=O)c3)cn2c1N(C)C(=O)c1cccc(OC)c1
    ., ., ., 1%, ., 99, -2%
12) CCOc1nc(NCCN2CCOCC2)nc(Nc2ccc(C)cc2)n1
    51%, -7%, 3%, -8%, -1%, 35, 1%

Other entries follow.
entry | Compound | AmpC no deterg | AmpC detergent | HCV inhibitor | AMA1 RON2 block | LmPK inhibitor | HCMV inh | TbPYK inhibitor
26 | CCN1CCN(c2ncc3c(n2)CCN(Cc2ccc(Br)s2)C3)CC1 | . | 8% | . | . | . | -15 | 3%
27 | CC1CCN(c2nc(Cl)nc(Nc3ccc([N+](=O)[O-])cc3)n2)CC1 | 10µM* | ? | 3%[0.335 µM] | 0% | -1% | 64 | -5%
28 | COc1ccc(S(=O)(=O)N(Cc2cccnc2)Cc2cc3ccccc3[nH]c2=O)cc1 | 44% | 1% | 11% | 14% | -8% | ? | 11%
29 | O=c1n(Cc2ccccc2Cl)nc2n1-c1ccccc1SC2 | -37% | -6% | ? | 3% | 2% | 92 | -1%
30 | O=C(COc1ccc([N+](=O)[O-])cc1)Nn1cnnc1 | -12% | 8% | -3% | 1% | -7%[11.5 µM] | -10 | -2%
31 | COc1ccc(C)cc1N(CC(=O)NCCN1CCOCC1)S(=O)(=O)c1ccccc1 | 1% | -11% | 17% | -7% | . | -17 | -5%
32 | COc1ccc(OC)c(S(=O)(=O)NCCCN2CCOCC2)c1 | -11% | . | 13% | 0% | . | 20 | -4%
33 | O=C(Nc1ccc2nsnc2c1)NC1CCCCC1 | -34% | 6% | ? | 28% | -2% | -2 | -15%
34 | CCOC1=C2[C@H](c3ccccc3)N(S(=O)(=O)c3ccc(C)cc3)C(C(C)(C)C)[C@H]2C(C#N)(C#N)C(C#N)(C#N)C1 (some centres not stated) | . | . | . | 17% | . | -100* | -3%
35 | CCCCCn1nc(C(=O)OCc2nc(N)nc(Nc3ccccc3)n2)c2ccccc2c1=O | -15% | . | ? | -7% | . | 12 | 3%
36 | CCOc1cc(/C=N/NC(=O)C(=O)N/N=C/c2ccc(O)c(OCC)c2)ccc1O | -16% | -10% | 9% | -7% | -2% | -19 | 1%
37 | Cc1cc([N+](=O)[O-])nn1CC(=O)Nc1cnc2ccccc2c1 | -19% | ? | 14% | 13% | 1% | -25 | 2%
38 | Cc1ccc(-c2csc(N3CCC(NS(=O)(=O)c4ccc5c(c4)OCCO5)CC3)n2)cc1 | 7% | -1% | 10µM* | -25% | 4% | -85* | -7%
39 | Cn1ncc2c(NCc3cccc(Cl)c3)ncnc21 | . | -3% | . | . | . | -2 | -13%
40 | O=C(CN1C(=O)NC2(CCCCCC2)C1=O)N1CCC(Cc2ccccc2)CC1 | 62%[activator] | -8% | ? | -14% | 1% | -26 | -7%
41 | Cc1ccc2nc(-c3ccccc3)nn2c1 | . | . | -10% | 1% | . | 14 | ?
42 | COc1ccc(Cl)cc1C(=O)NNC(=S)NC(=O)/C=C/c1ccco1 | -45% | -14% | ? | 102%[activator] | 6% | -8 | 0%
43 | CCOC(=O)C1CCCN(C(=O)c2ccc3c(c2)NC(=O)C(N2CCOCC2)S3)C1 (configuration not stated) | 19% | -16% | ? | -7% | 2% | 4 | -6%
44 | O=C(c1ccc(Cl)cc1)N1C2C=CC(C2)C1(C(F)(F)F)C(F)(F)F (configuration not stated) | -29% | ? | 19% | -3% | 0% | ? | -2%
45 | C=CCOC(=O)C1=C(C)NC(=O)NC1c1ccc(OCC)cc1 (configuration not stated) | -18% | ? | 7% | 3% | 1% | 7 | -1%
46 | COc1ccc(C(C)=O)cc1COC(=O)c1cccnc1SC | 3% | 8% | ? | 8% | 6% | -21 | -2%
47 | COc1ccccc1C1=NC(c2ccc(C)cc2)N=C1C (configuration not stated) | -13% | ? | -12% | 0% | 1% | 26 | 9%
48 | C=CCOn1c(C)c(C(C)=O)c2c3no[n+]([O-])c3ccc21 | -4% | ? | ? | 11% | 3% | ? | 2%
49 | CC(=O)c1cc(CN2CCC(n3nccc3NC(=O)c3ccccc3C)CC2)cs1 | -3% | -3% | 3% | -4% | -7% | 12 | -11%
50 | Cc1cc(C)c(S(=O)(=O)NCCc2sc3nc(-c4ccc(F)cc4)nn3c2C)c(C)c1 | . | 4% | . | . | . | -60* | 3%
51 | CCOC(=O)CNC(=O)CSc1nc2cccnc2n1Cc1ccccc1 | 18% | -9% | 20% | -7% | 2% | -7 | -10%
52 | CCCCCCOC(=O)CCc1c(C)nc(N)[nH]c1=O | -26% | -1% | 2% | 0% | -5% | 38 | -5%
